Source: PubChem (several laboratories)
ABCB6 inh 2 – blocks the human ABCB6 transporter; Q9NP58; K562-ABCB6 porphyrin accumulation, flow cytometry, 1 h; hits give low values; fluorescence ratio to DMSO, % at 10 µM; 360,000 tested, 0.19% active;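 active means fluorescence ratio to DMSO below 75%, the collection mean minus 3 SD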;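 further: signal is porphyrin accumulated inside mitochondria; 100% equals median channel fluorescence of DMSO control wells; lower ratio means ABCB6 inhibition with less porphyrin fluorescence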
CaV13 ICDI inh – Primary screen for inhibitors of IQ motif and Ca2+-dependent inactivation inhibitor domain binding in CACNA1D, Förster resonance energy transfer in living cells, …. inhibition, % at 12.3 µM. HEK cells, CFP/YFP FRET ICDI-IQ, plate reader, 10 min; percent FRET-ratio fall versus neutral wells. 340,000 tested, 0.098% active;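 active means mean replicate inhibition of at least 30% and at least 1% of replicates passing that level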;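 further: 0% = median of the neutral control wells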
MC4R ag barr – activates human MC4R beta-arrestin recruitment | P32245 | U2OS MC4R beta-arrestin complementation, luminescence; percent of melanotan II response, DMSO zero | activation, % at 8.9 µM | 360,000 tested, 0.98% active;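 active means activation above a per-plate cutoff, the mean activation of sample wells on that plate plus 3 SD, cut at about 8% in these data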
Target sequence (P32245 whole entry, looked up): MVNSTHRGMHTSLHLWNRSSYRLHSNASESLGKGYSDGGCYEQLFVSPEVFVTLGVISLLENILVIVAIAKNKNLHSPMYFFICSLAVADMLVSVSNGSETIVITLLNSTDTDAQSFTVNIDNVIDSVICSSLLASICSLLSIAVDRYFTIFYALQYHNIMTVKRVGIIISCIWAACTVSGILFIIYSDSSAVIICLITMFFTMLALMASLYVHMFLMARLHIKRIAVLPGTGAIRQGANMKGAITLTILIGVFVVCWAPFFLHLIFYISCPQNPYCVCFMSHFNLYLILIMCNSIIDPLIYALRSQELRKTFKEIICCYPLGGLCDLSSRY
HTR2A ag – mouse HTR2A agonism via beta-arrestin recruitment. AID 624169. 360,000 tested, 0.66% active. CHO-K1 mHTR2A beta-arrestin complementation, luminescence; percent of 30 µM serotonin response. activation, % at 7.6 µM. P35363;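 active means activation above a run cutoff, the mean activation of all tested compounds plus 3 SD, cut at about 14% in these data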;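 further: 0% = plate median of compound wells and 100% = 30 µM serotonin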
Target sequence (P35363 whole entry, looked up): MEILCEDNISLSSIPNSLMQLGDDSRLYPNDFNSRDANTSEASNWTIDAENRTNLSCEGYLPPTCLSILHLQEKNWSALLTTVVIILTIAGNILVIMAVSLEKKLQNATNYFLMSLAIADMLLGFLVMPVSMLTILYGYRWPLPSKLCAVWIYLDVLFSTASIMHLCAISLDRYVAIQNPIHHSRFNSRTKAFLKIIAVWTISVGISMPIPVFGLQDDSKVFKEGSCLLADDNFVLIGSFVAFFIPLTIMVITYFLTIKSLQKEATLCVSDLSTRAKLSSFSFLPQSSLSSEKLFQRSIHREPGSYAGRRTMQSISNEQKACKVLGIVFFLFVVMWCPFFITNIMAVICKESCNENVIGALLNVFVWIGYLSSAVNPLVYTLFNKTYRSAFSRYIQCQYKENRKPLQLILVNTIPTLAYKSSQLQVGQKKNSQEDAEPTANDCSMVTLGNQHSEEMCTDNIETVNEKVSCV
ABHD5 PLIN5 PPI – ABHD5-PLIN5 protein interaction inhibition | Q00G26+Q8WTS1 | Split G. princeps luciferase complementation, luminescence, 4 h | inhibition, % at 4 µM | 360,000 tested, 0.78% active | AID 602281;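 active means inhibition above the mean inhibition across every tested compound plus 3 SD, cut at about 22% in these data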;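 further: 0% = DMSO only wells and the 100% control is not disclosed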
H9c2 protect – protects H9c2 cardiomyocytes from peroxide injury. 360,000 tested, 0.63% active. H2O2 injury protection, ATPLite, 2 h. protection from H2O2 cell death, % at 20 µM;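 active means compounds giving at least 50% protection of heart cells from peroxide-induced death in the single-dose screen, raw or plate-pattern-corrected value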;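 further: 0% = DMSO wells with peroxide and 100% = DMSO wells without peroxide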
Glyco luc inh – N-linked glycosylation inhibition; D54 ERlucT glycosylation luciferase reporter, 24 h; percent of 100 nM tunicamycin response; 360,000 tested, 0.23% active; reporter increase, % at 12.5 µM; AID 588692;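 active means mean luciferase reporter signal, scaled so untreated is 0 and the glycosylation-blocking control 100, at or above a set limit in every replicate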;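 further: luciferase carries N-glycosylation sites so blocking glycosylation raises the light; 0% = median of neutral control wells and 100% = median of 100 nM tunicamycin wells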
PDI turbidity – PDI (human) enzyme inhibition; inhibition, % at 10 µM; 350,000 tested, 0.052% active; P07237; PDI insulin aggregation turbidity, A650, 90 min;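 active means mean inhibition across replicates of 30% or more, whatever share of single replicates reach that level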;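 further: absorbance from insulin aggregation driven by PDI reduction with DTT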
MC4R antag cAMP – human MC4R antagonism in cAMP assay | P32245 | MC4R-expressing cells, MTII-stimulated cAMP, LANCE TR-FRET | 360,000 tested, 0.48% active | inhibition, % at 6.5 µM;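 active means inhibition above its plate's cutoff, the mean of tested wells on that plate plus 3 SD, cut at about 29% in these data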;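 further: 0% = Melanotan II alone and 100% = Melanotan II plus saturating MCL0020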
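Assay system: U2OS-MC4R stable cell line; Also added: Melanotan II; Technique: Eu-cAMP/anti-cAMP TR-FRET, emission 671 nm; Times: 30-min compound, 1-h challenge, 1-h detection, room temperature.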
Exocytosis inh – blocks lytic granule exocytosis | TALL-104 LAMP-1 surface exposure, flow cytometry; cells stimulated with thapsigargin and PMA | inhibition, % at 10 µM | 360,000 tested, 0.66% active;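 active means inhibition above about 55%, limit read from the data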
* marks the source's active call; other numbers are inactive results; nt = no result given.

SMILES	ABCB6 inh 2	CaV13 ICDI inh	MC4R ag barr	HTR2A ag	ABHD5 PLIN5 PPI	H9c2 protect	Glyco luc inh	PDI turbidity	MC4R antag cAMP	Exocytosis inh
Cc1c(C(=O)NNC(=S)Nc2cccc(Cl)c2)nnn1-c1ccccc1	104	-7	-4.5	-3	-12	15	1	1	-1	-7
COc1ccc(OC)c(NC(=O)CSc2nnc(-c3ccco3)n2-c2ccc(C(=O)O)cc2)c1	93	-5	-0.5	1	2	6	-2	-25	6	6
O=C(NCCN1C(=O)S/C(=C\c2ccc(OC(F)F)cc2)C1=O)C1=COCCO1	95	nt	0.8	-1	9	5	21	0	3	-6
Cc1[nH]n(-c2cccc(Cl)c2)c(=O)c1C=NC12CN3CN(CN(C3)C1)C2	101	nt	-2.5	0	-4	-4	3	4	1	1
O=C(CSc1nnc(Cc2ccccc2)o1)c1cc(F)ccc1F	97	5	0.9	-2	-4	-1	-1	-16	-9	-1
CN(C)c1ccc(-c2csc(C(O)c3cccc(Cl)c3)n2)cc1 (stereo unspecified)	93	-17	2.4	2	5	-21	-1	-5	4	-6
O=C(CCCc1ccccc1)NCc1ccc(F)cc1	100	-4	-1.5	2	0	7	0	-11	-9	-3
COc1ccc(CCNC(=O)CC2COc3ccccc3O2)cc1OC (stereo unspecified)	82	-4	-1.0	7	2	0	1	1	0	-1
Nc1nc(C(F)(F)F)cc(=O)[nH]1	99	-22	-1.1	-3	-3	-12	1	5	6	4
O=C(Nc1ccc(F)cc1)C(c1cc2ccccc2o1)N1CCN(c2ccncc2)CC1 (stereo unspecified)	nt	-11	nt	-5	8	nt	nt	nt	nt	2
CCOc1ccc(C(=O)CCC(=O)O)cc1	102	-8	2.5	4	-7	-1	3	-4	9	-1
CC(C)(C)OC(=O)N[C@@H](COCc1ccccc1)C(=O)N[C@@H](CO)[C@H](O)[C@@H]1C[C@@H]1C(=O)NC1CCCCC1	104	-10	0.3	2	-5	4	0	1	13	-3
COc1ccc(CCNC(=O)CSCc2ccc(F)cc2)cc1OC	101	-17	-0.3	-1	-2	2	0	9	0	-4
CC(C)[C@H](NC(=O)C1CCN(S(=O)(=O)c2ccccc2)CC1)C(=O)NCc1ccccc1	102	-7	1.8	2	8	-1	-1	-4	3	-1
O=C1c2ccccc2C(=O)N1CCSc1ncn[nH]1	99	-4	-2.9	-1	0	4	1	-5	-4	0
O=C(O)c1oc2ccccc2c1CSc1ccccn1	100	-6	-0.1	-3	0	2	2	4	0	1
COc1ccc(C(C(=O)NCC2CCCO2)N(C(=O)CNC(=O)c2cccs2)c2ccc(C(C)=O)cc2)cc1OC (stereo unspecified)	94	0	-0.2	-2	-3	-1	1	-4	7	-1
C/C(=N\Nc1nc(C)cc(C)n1)c1ccc(N2CCOCC2)cc1	96	-1	-2.2	-1	-3	5	-2	-1	-3	0
COc1ccc(C(=O)NNC(=S)NC(=O)c2cccc([N+](=O)[O-])c2)cc1	99	2	-0.6	5	7	17	0	3	-4	-6
COc1ccc2[nH]c3nc(SCc4nnc(-c5ccc(C)cc5)o4)nnc3c2c1	96	nt	-1.7	2	-1	-4	-4	-3	10	-3
CC(C)N1C(=S)SC(C)(C)C1n1oc(=O)n(-c2cccc(Cl)c2)c1=O (stereo unspecified)	90	-16	-1.5	-7	-2	-5	3	2	0	-14
Cc1ccc(Cc2c(-c3ccc(Cl)cc3)nc3cc(C)c(Br)c(C)n23)cc1	94	-5	nt	7	7	5	-1	nt	nt	-8
O=S(=O)(Nc1nccs1)c1cnc(Cl)c(Br)c1	102	-2	-0.9	-1	0	1	-3	-1	24	-3
Cc1cc(C)n2c(SCC(=O)Nc3cc(C)on3)nnc2n1	99	-4	-2.8	0	-1	6	2	-2	2	1
COCCCn1c(C)nnc1SCC(=O)Nc1ccc(C(C)=O)cc1	103	-3	-0.1	3	-5	8	0	-2	-3	4
CCCNC(=O)C1(C)CCCN(C(=O)c2cc(F)ccc2C)C1 (stereo unspecified)	96	-6	0.2	1	2	1	0	11	3	-2
COCCCNC(=O)CC1C[C@H](C(=O)N2CCOCC2)[C@@]2(C)c3[nH]c4ccc(OC)cc4c3CCN2C1=O (stereo partly specified)	98	-4	0.8	-6	-5	8	1	-6	-4	-8
Cc1ccc(Cn2c(C(C)Nc3nc(-c4ccc(F)cc4)cs3)nc3cc(C(F)(F)F)ccc32)cc1 (stereo unspecified)	93	-13	0.0	3	1	-10	-6	-2	4	8
CN(NC1OC(=O)c2ccccc21)c1c([N+](=O)[O-])cc(C(F)(F)F)cc1[N+](=O)[O-] (stereo unspecified)	102	-4	-1.5	-2	-3	-4	2	-8	6	3
COc1ccccc1N1N=C(c2cccs2)CC1c1ccccc1 (stereo unspecified)	99	-10	-0.1	-3	-4	-3	-6	-1	5	2

Taken from above.
For Exocytosis inh, Cc1ccc(Cc2c(-c3ccc(Cl)cc3)nc3cc(C)c(Br)c(C)n23)cc1 has -8
For PDI turbidity, COCCCn1c(C)nnc1SCC(=O)Nc1ccc(C(C)=O)cc1 has -2
For MC4R ag barr, CC(C)N1C(=S)SC(C)(C)C1n1oc(=O)n(-c2cccc(Cl)c2)c1=O (stereo unspecified) has -1.5

The list goes on.
SMILES	ABCB6 inh 2	CaV13 ICDI inh	MC4R ag barr	HTR2A ag	ABHD5 PLIN5 PPI	H9c2 protect	Glyco luc inh	PDI turbidity	MC4R antag cAMP	Exocytosis inh
Cc1ccc(OCC(=O)Sc2ccc(C)cc2)cc1	100	nt	0.0	-3	-15	18	2	-5	3	-1
O=C(Nc1ccccc1C(=O)O)c1ccc(CN2C(=O)c3ccccc3C2=O)cc1	97	-4	0.8	0	9	15	3	-1	-1	4
CC(=O)NC(CC(C)C)C(=O)O (stereo unspecified)	93	-5	-0.1	-3	3	4	4	5	11	-4
CC(=O)c1ccc(-n2nnnc2SCC(=O)N2CCN(C(=O)c3ccco3)CC2)cc1	101	nt	0.3	2	0	-4	-2	-11	1	-5
COc1cc(OC)c(NC(C)C(=O)N2CCCC2)cc1Cl (stereo unspecified)	102	2	-1.5	4	1	-3	3	0	9	2
CC(=O)OCc1c(C(F)(F)F)nn(C)c1Oc1cccc(C(F)(F)F)c1	97	-4	-0.1	2	-1	-12	2	16	-3	6
COc1ccc(NC(=O)c2ccc(C#CC(C)(C)O)cc2)cc1	88	-18	-1.3	-1	1	5	1	-4	22	2
N=c1c(C(=O)NCC2CCCO2)cc2c(=O)n3ccccc3nc2n1Cc1ccccc1Cl (stereo unspecified)	101	17	-0.3	11	4	-3	11	1	12	-4
Cc1ccc(NC(=O)Nc2ccc3c(c2)CCC3)c(C)c1	96	-10	-3.2	-1	-7	-4	-2	10	4	-2
O=C(Nc1ccc(Oc2ccccc2)cc1)c1csc([C@@H]2C[C@H](O)[C@@H](CO)O2)n1	93	-5	-2.0	-1	-5	-25	-1	2	-1	6
CCOc1ccc2ccccc2c1/C=N/NC(=O)CNC(=O)c1ccccc1O	102	-7	-0.6	-5	8	-4	0	-1	-8	26
COc1cccc(COC(=O)C2CCN(S(=O)(=O)c3ccc(C)cc3)CC2)c1OC	97	-1	0.9	5	-8	-13	-1	9	2	-3
CCN(CC)P(=O)(Nc1ccc(Br)cc1)c1c(C)nn(CCC#N)c1NC(=O)c1ccc(Cl)cc1 (stereo unspecified)	103	-3	-0.2	4	-12	1	-1	4	4	10
Cc1ccc(S(=O)(=O)N2CCCC(C(=O)NNCC(=O)Nc3cc(F)ccc3F)C2)cc1 (stereo unspecified)	101	-4	-1.1	-3	-7	0	2	9	0	5
CCOC(=O)C1CCN(C(=O)c2ccc(S(=O)(=O)Nc3ccccc3OC)cc2)CC1	95	-6	-1.6	10	1	-10	-1	1	7	-1
CC(=O)Nc1nc(SCC(=O)NCc2ccc(F)cc2)[nH]c(=O)c1NC(=O)c1cccs1	105	-18	-1.7	2	-5	6	3	-9	-2	-1
CCOC(=O)c1[nH]c2c(c1-c1ccccc1)C(=O)CC(c1ccc(OCC)cc1)C2 (stereo unspecified)	97	-2	0.5	1	7	2	4	nt	2	3
Cc1ccc(C)c(NC(=O)CSc2nnc(CNC(=O)c3cccs3)o2)c1	95	-7	1.1	1	3	10	-2	-14	8	-15
O=C(/C=C/c1ccccc1)Nc1cccc(C(=O)O)c1	94	3	-3.3	6	6	-28	-10	-1	2	0
Cc1ccc2nsnc2c1S(=O)(=O)N1CCCC1	102	-5	0.8	5	3	9	-1	5	-7	-3
CCOC(=O)Cc1c(C)nc(Cc2ccc(OC(C)C)cc2)[nH]c1=O	94	6	-2.9	-3	-11	7	4	1	3	2
O=C(COC(=O)c1ccco1)Nc1nc2ccc([N+](=O)[O-])cc2s1	96	-2	-1.7	-1	5	-8	0	-1	14	-2
CCOC(=O)c1sc2nc(CSc3nc4ccccc4n3CC)[nH]c(=O)c2c1C	93	-4	-1.1	8	2	6	3	6	2	1
Cc1ccc(NS(=O)(=O)c2ccc3c(c2)oc(=O)n3C)c(C)c1	105	-2	0.7	6	3	-5	-1	11	-2	-8
Cc1ccccc1CC1(CO)CCCN(C(=O)c2ccc(F)cc2)C1 (stereo unspecified)	95	-7	-0.6	-2	0	-11	0	1	15	1
N#Cc1c(-n2cccc2C=O)sc2c1CCCC2	99	-2	-1.5	1	-2	5	0	3	4	1
C=CCn1c(CCC(=O)Nc2ccc(C)c(Cl)c2)nnc1SCC(=O)Nc1ccccc1C	96	nt	3.4	7	1	-4	0	-4	10	2
Fc1cccc(-n2ncc(-c3nnnn3-c3ccccc3)c2C(F)(F)F)c1	109	-5	0.4	-1	0	-5	nt	29	0	-2
O=C(NCc1ccco1)c1sc(=S)n2c1[nH]c(=O)c1ccccc12	96	-9	-1.0	2	-5	-14	3	0	10	-2
Cc1ccc(CNC(=O)Cc2cn(C)c3ccccc23)cc1	99	-4	-1.8	1	-2	4	-1	5	1	3
COc1ccc(C(=O)CSc2nnc(-c3cccnc3)n2Cc2ccco2)cc1	100	-5	-3.7	-4	6	4	0	2	4	1
CCC(C)c1ccccc1N1CC(C(=O)N(C)CC(=O)Nc2cccc(F)c2)CC1=O (stereo unspecified)	101	-3	-2.7	-6	6	-4	-1	1	1	-13
COc1cc([N+](=O)[O-])cc(/C=N/NC(=O)Cn2nc(C)cc2C)c1O	104	-9	-1.5	-20	2	10	1	2	2	-3
CCOC(=O)Nc1ccc2c(c1)Cc1cc([N+](=O)[O-])ccc1-2	98	-27	-2.5	-2	-3	-4	3	-1	0	14
Cc1ccc(NC(=O)CCSc2ccccn2)cc1	100	-5	-1.5	-2	-1	-2	-4	-6	0	0

Reformatted with bars between the fields: entries from further up.
mol | ABCB6 inh 2 | CaV13 ICDI inh | MC4R ag barr | HTR2A ag | ABHD5 PLIN5 PPI | H9c2 protect | Glyco luc inh | PDI turbidity | MC4R antag cAMP | Exocytosis inh
Cc1ccc(NC(=O)CCSc2ccccn2)cc1 | 100 | -5 | -1.5 | -2 | -1 | -2 | -4 | -6 | 0 | 0
COc1cc([N+](=O)[O-])cc(/C=N/NC(=O)Cn2nc(C)cc2C)c1O | 104 | -9 | -1.5 | -20 | 2 | 10 | 1 | 2 | 2 | -3

Hits appear at their usual frequency, and some 4.2% of all compounds hit somewhere here.
